# AMPAR-TARP mod = modulates AMPAR-stargazin complexes. HEK293 GluA2+stargazin, membrane potential dye (FDSS), glutamate EC50; hits were called plate by plate, in both directions. 3.5% of 40,000 active. calls only at 30 µM;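 active = any of four per-well response measures lying three or more SD from its plate-wide compound average, in either direction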
# Target sequence (O88602 whole entry, looked up): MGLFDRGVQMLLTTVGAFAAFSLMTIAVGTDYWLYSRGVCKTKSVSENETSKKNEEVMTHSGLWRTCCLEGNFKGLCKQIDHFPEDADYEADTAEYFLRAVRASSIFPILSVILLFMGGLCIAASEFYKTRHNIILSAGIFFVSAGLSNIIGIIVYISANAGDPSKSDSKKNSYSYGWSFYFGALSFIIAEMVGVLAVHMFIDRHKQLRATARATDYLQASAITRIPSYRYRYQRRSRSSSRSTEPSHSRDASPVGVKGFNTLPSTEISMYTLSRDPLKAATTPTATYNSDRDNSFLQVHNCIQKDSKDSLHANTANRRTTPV
# Target sequence (P19491 whole entry, looked up): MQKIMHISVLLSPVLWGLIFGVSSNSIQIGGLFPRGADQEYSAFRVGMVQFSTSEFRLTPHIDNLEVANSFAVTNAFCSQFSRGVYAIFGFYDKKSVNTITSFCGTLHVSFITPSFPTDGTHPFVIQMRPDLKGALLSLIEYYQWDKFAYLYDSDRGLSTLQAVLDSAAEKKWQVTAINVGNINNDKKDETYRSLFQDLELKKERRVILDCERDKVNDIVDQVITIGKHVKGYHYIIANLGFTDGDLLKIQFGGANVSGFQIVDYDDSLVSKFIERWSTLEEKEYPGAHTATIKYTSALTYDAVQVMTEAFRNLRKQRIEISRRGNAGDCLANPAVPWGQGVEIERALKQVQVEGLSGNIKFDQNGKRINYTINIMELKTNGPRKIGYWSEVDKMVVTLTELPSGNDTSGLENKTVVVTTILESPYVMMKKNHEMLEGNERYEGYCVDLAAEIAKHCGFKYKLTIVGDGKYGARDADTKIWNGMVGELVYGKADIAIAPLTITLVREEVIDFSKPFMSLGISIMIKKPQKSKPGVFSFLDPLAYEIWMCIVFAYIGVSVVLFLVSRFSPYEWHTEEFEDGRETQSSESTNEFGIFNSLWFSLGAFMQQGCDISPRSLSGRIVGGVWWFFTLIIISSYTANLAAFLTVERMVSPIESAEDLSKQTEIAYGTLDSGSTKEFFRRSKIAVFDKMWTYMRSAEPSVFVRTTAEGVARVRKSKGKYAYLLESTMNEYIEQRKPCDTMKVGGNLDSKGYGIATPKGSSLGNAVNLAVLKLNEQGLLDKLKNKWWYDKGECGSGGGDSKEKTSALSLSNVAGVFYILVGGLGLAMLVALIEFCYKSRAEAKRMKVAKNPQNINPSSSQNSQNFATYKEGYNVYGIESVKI
# AMPAR-TARP mod agonism max-min = recorded beside AMPAR-TARP mod, whose call it bears; compound max-min signal; compound-alone response (agonism);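 unitless range of fluorescence divided by baseline over first 100 seconds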
# AMPAR-TARP mod glutamate slope = also measured in AMPAR-TARP mod; calls as there; glutamate slope, % of max; measured here: glutamate response slope, % max;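 scaled per plate between vehicle wells and maximal 1 mM glutamate control wells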
# An asterisk follows results filed as active; i = inactive; + = active, no number. An excerpt; count on the stated rates, not on these rows.
# Start of the listing, in advance:
SMILES,AMPAR-TARP mod,AMPAR-TARP mod agonism max-min,AMPAR-TARP mod glutamate slope
CCN1C(SCC(=O)N2CCOc3ccc(C)cc32)=NS(=O)(=O)c2ccccc21,i,0.0641,80.1
Cc1cc(N(Cc2ccccc2)Cc2ccccc2)nc(-n2cc([N+](=O)[O-])cn2)n1,i,0.0383,41.8
Cc1cc(=O)[nH]c(-n2nc(C3CC3)cc2NC(=O)COc2ccc(Cl)cc2)n1,i,0.0956,64.4
CNC(=O)Cn1nnn(-c2ccc(NC(=O)c3cc4ccccc4o3)cc2)c1=O,i,0.093,57.8
O=c1[nH]cc(S(=O)(=O)Nc2ccc(F)c([N+](=O)[O-])c2)c(=O)[nH]1,i,0.0352,47.2
COc1ccc(-c2nnc3ccc(OCCNC(=O)Cc4ccc(Cl)cc4)nn23)cc1,i,0.0383,62.1
Cc1ccc(NS(=O)(=O)c2ccc3c(c2)OCCO3)cc1N1CCCCC1=O,i,0.0424,41.2
COc1ccc(CCC(=O)NCC(c2cccs2)N2CCOCC2)cc1 (centres undefined),i,0.0512,45.8
O=S(=O)(N1CCCCC1)N1CCN(c2ccccn2)CC1,i,0.0616,65.3
O=C(c1cccc(NS(=O)(=O)c2cccc(F)c2)c1)N1CCOCC1,i,0.0776,60.6
C=CCNC(=O)C(=O)Nc1c(C(N)=O)oc2ccccc12,i,0.116,46.4
O=C(Nc1cc(-c2ccccc2)nn1CCO)c1cccc(Cl)c1,+,0.201*,45.2*
COc1cccc(N2CC(C(=O)N3CCN(CCn4nc(C)cc4C)CC3)CC2=O)c1 (centres undefined),i,0.0927,50.2
COc1ccc(-n2nnnc2SC(C)C(=O)Nc2ccccc2OC)cc1 (centres undefined),+,0.132*,41.5*
COc1ccc(CC(=O)N2CCN(c3nccn3-c3cccc(Cl)c3)CC2)cc1OC,i,0.024,16.8
CS(=O)(=O)N1CCN(Cc2nnnn2-c2ccccc2)CC1,i,0.0918,65.8
COc1ccc(S(=O)(=O)NCc2cccnc2)cc1C,i,0.064,51.5
CCCn1c(-n2nc(C)cc2C)nc2c1c(=O)n(CCOC)c(=O)n2C,i,0.078,53.4
CCc1ccc(Oc2cc(N3CCC(C(=O)NCCc4ccccc4)CC3)ncn2)cc1,i,0.123,56.4
O=C(NCC1CCN(S(=O)(=O)C2CC2)CC1)Nc1ccccc1,i,0.0688,34.3
Cc1ccc(Cn2c(CO)cnc2SCC(=O)N2CCCCCC2)cc1,i,0.0421,66.3
COCCNC(=O)Cn1nc2c(c1NC(=O)Cc1cccs1)CSC2,i,0.0901,56.8

# All compounds of this part, repeating the preview:
SMILES,AMPAR-TARP mod,AMPAR-TARP mod agonism max-min,AMPAR-TARP mod glutamate slope
CCN1C(SCC(=O)N2CCOc3ccc(C)cc32)=NS(=O)(=O)c2ccccc21,i,0.0641,80.1
Cc1cc(N(Cc2ccccc2)Cc2ccccc2)nc(-n2cc([N+](=O)[O-])cn2)n1,i,0.0383,41.8
Cc1cc(=O)[nH]c(-n2nc(C3CC3)cc2NC(=O)COc2ccc(Cl)cc2)n1,i,0.0956,64.4
CNC(=O)Cn1nnn(-c2ccc(NC(=O)c3cc4ccccc4o3)cc2)c1=O,i,0.093,57.8
O=c1[nH]cc(S(=O)(=O)Nc2ccc(F)c([N+](=O)[O-])c2)c(=O)[nH]1,i,0.0352,47.2
COc1ccc(-c2nnc3ccc(OCCNC(=O)Cc4ccc(Cl)cc4)nn23)cc1,i,0.0383,62.1
Cc1ccc(NS(=O)(=O)c2ccc3c(c2)OCCO3)cc1N1CCCCC1=O,i,0.0424,41.2
COc1ccc(CCC(=O)NCC(c2cccs2)N2CCOCC2)cc1 (centres undefined),i,0.0512,45.8
O=S(=O)(N1CCCCC1)N1CCN(c2ccccn2)CC1,i,0.0616,65.3
O=C(c1cccc(NS(=O)(=O)c2cccc(F)c2)c1)N1CCOCC1,i,0.0776,60.6
C=CCNC(=O)C(=O)Nc1c(C(N)=O)oc2ccccc12,i,0.116,46.4
O=C(Nc1cc(-c2ccccc2)nn1CCO)c1cccc(Cl)c1,+,0.201*,45.2*
COc1cccc(N2CC(C(=O)N3CCN(CCn4nc(C)cc4C)CC3)CC2=O)c1 (centres undefined),i,0.0927,50.2
COc1ccc(-n2nnnc2SC(C)C(=O)Nc2ccccc2OC)cc1 (centres undefined),+,0.132*,41.5*
COc1ccc(CC(=O)N2CCN(c3nccn3-c3cccc(Cl)c3)CC2)cc1OC,i,0.024,16.8
CS(=O)(=O)N1CCN(Cc2nnnn2-c2ccccc2)CC1,i,0.0918,65.8
COc1ccc(S(=O)(=O)NCc2cccnc2)cc1C,i,0.064,51.5
CCCn1c(-n2nc(C)cc2C)nc2c1c(=O)n(CCOC)c(=O)n2C,i,0.078,53.4
CCc1ccc(Oc2cc(N3CCC(C(=O)NCCc4ccccc4)CC3)ncn2)cc1,i,0.123,56.4
O=C(NCC1CCN(S(=O)(=O)C2CC2)CC1)Nc1ccccc1,i,0.0688,34.3
Cc1ccc(Cn2c(CO)cnc2SCC(=O)N2CCCCCC2)cc1,i,0.0421,66.3
COCCNC(=O)Cn1nc2c(c1NC(=O)Cc1cccs1)CSC2,i,0.0901,56.8
Cc1noc(CNC(=O)c2c(-c3ccccc3Cl)noc2C)n1,i,0.0658,55.3
O=C(CCCS(=O)(=O)c1ccc(Cl)cc1)N1CCN(c2nc3c(Cl)cccc3s2)CC1,i,0.0794,54.0
CC(=O)N1CCc2c(sc3nc(SCc4cccc(Cl)c4)n(Cc4ccccc4)c(=O)c23)C1,i,0.0726,59.3
CCOc1ccccc1NC(=O)Nc1ccc2c(c1)CCC(=O)N2C,i,0.108,49.1
COc1ccc(Cl)cc1NC(=O)C(=O)NCC1CCN(Cc2cccs2)CC1,i,0.0759,51.3
COc1cn(CC(=O)Nc2ccccc2C(F)(F)F)c(CSc2nc(C)cc(C)n2)cc1=O,i,0.0265,60.6
O=C(c1cccs1)N1CCN(S(=O)(=O)N2CCCCC2)CC1,i,0.0784,54.0
O=C(NCC1(c2cccs2)CCOCC1)Oc1ccccc1,i,0.0982,44.5
Cc1cc(C)c(S(=O)(=O)NCc2ccccc2)cc1N(C)S(=O)(=O)c1ccc(Cl)cc1,i,0.0968,78.8
Cc1c(C)n2c3c(=O)n(CCN4CCCCC4)c(=O)n(C)c3nc2n1C(C)C,i,0.187,66.1
COc1ccc(-c2cc(CC(=O)NCc3ccccc3)no2)cc1OC,i,0.0443,33.0
Cn1c(=O)c2cc(NC(=O)c3ccc(F)cc3)c(=O)oc2n(C)c1=O,i,0.216,64.0
O=C(COc1ccc(Br)cc1Cl)NC(=S)N1CCOCC1,i,0.0473,47.9
O=C(NCC(O)(c1cccs1)C1CC1)Nc1ccccc1Cl (centres undefined),i,0.102,49.9
CC(C)c1nc2ccccc2n1CCOc1ccccc1,i,0.075,71.0
CCOCCCNC(=O)c1c(NC(=O)c2snnc2CC)sc2c1CCCC2,i,0.095,64.3
Cc1cc(N2CCN(C)CC2)nc(SCC2COc3ccccc3O2)n1 (centres undefined),+,0.18*,48.4*
OC(COCCC12CC3CC(CC(C3)C1)C2)CN1CCN(c2ccccn2)CC1 (centres undefined),i,0.0536,62.6
CSC1=NCCN1S(=O)(=O)c1ccc(F)cc1,i,0.0708,51.5
Cc1nnc(NC(=O)c2ccc(S(=O)(=O)NCc3ccccn3)o2)s1,i,0.0988,59.0
Cc1csc(SCCCNC(=O)Nc2ncccn2)n1,i,0.052,56.6
O=C(c1cccs1)N1CCc2ccc(NS(=O)(=O)c3ccc(F)cc3)cc21,i,0.0832,61.7
Cc1ccc(NC(=O)C(=O)NCCC(O)c2ccco2)cc1Cl (centres undefined),i,0.164,41.2
O=C(c1ccc([N+](=O)[O-])cc1)N(Cc1cccc(Cl)c1)C1CCS(=O)(=O)C1 (centres undefined),i,0.025,44.3
CCC1CCCCN1S(=O)(=O)c1ccc(C(=O)Nc2ccc3scnc3c2)cc1 (centres undefined),i,0.0611,55.6
NS(=O)(=O)c1ccc(NC(=O)c2ccccc2Br)cc1,i,0.0391,53.6
COc1ccc(S(=O)(=O)N2CCCCC2CCNC(=O)C(=O)Nc2cccc(F)c2)cc1 (centres undefined),i,0.0932,73.8
Cn1ccc(C(=O)N=c2sc3cc4c(cc3n2C)OCCO4)n1,i,0.148,70.0
COc1cccc(C(=O)Nc2ccc3ncsc3c2)c1OC,i,0.101,56.2
Cn1nc(-c2cccc(NS(=O)(=O)c3cccc(Cl)c3)c2)ccc1=O,i,0.0605,66.7
C#CCn1c(=NC(=O)C2CCCN(S(C)(=O)=O)C2)sc2cc(Cl)ccc21 (centres undefined),i,0.106,42.6
Cc1nnc(C2CCN(C(=O)c3cnc4ccccc4n3)CC2)s1,i,0.058,55.5
COc1ccccc1CCNC(=O)CC1CCCCN1S(=O)(=O)c1ccccc1 (centres undefined),i,0.0531,65.0
O=C(NCc1ccccc1Cl)C(=O)NCC1(O)CCc2ccccc21 (centres undefined),i,0.11,56.6
CSc1ccccc1NC(=O)C(=O)N1CCC(Cc2ccccc2)CC1,i,0.0855,63.1
CC1=C(C(=O)OC(C)C)C(c2ccc(N(C)C)cc2)NC(=O)N1 (centres undefined),i,0.113,69.7
COc1cc(OC)cc(C(=O)N2CCN(c3ncnc4c3nnn4-c3cccc(OC)c3)CC2)c1,i,0.0513,47.2
CCOC(=O)Cc1csc(NC(=S)NC(=O)c2ccc([N+](=O)[O-])cc2)n1,i,0.171,58.8

# (cont.)
SMILES,AMPAR-TARP mod,AMPAR-TARP mod agonism max-min,AMPAR-TARP mod glutamate slope
CC(C)(c1ccccc1)c1ccc(OCC(=O)N2CCOCC2)cc1,i,0.13,56.6
CSc1nn(CC(=O)Nc2ccc(C)c(Cl)c2)c(N)c1S(=O)(=O)c1ccc(C)cc1,i,0.121,41.8
O=C(C1CCCC1)N1CCN(Cc2nc(-c3ccco3)cs2)CC1,i,0.108,51.9
O=C1/C(=C/c2cccc(Br)c2)Oc2cc(O)ccc21,i,0.0611,52.3
Cc1cc(NC(=O)c2c(F)cccc2F)n(-c2nc3c(cnn3-c3cccc(Cl)c3)c(=O)[nH]2)n1,i,0.142,51.1
O=C(Nc1ccc(F)cc1)NC1CS(=O)(=O)CC1Cl (centres undefined),i,0.114,62.5
COCCCN1COc2ccc3c(=O)c(-c4ccc(OC)c(OC)c4)c(C)oc3c2C1,i,0.106,43.8
COc1ccc(-c2csc(NC(=O)c3ccn(C)n3)n2)cc1,i,0.108,43.6
COc1ccc(-c2nnc(NC(=O)c3cc([N+](=O)[O-])ccc3Cl)o2)cc1OC,i,0.0809,66.7
O=C(Nc1ccccc1OC(F)F)c1ccc(Cl)c(S(=O)(=O)N2CCCC2)c1,i,0.0445,60.2
CCOC(=O)CN1CCC(Cn2ccnc2C)CC1,i,0.0899,57.5
COc1ccc(C(=O)/C=C/c2ccc(Cl)cc2)c(OC)c1,i,0.128,52.0
Cc1c(Cl)cccc1S(=O)(=O)NCC(O)(c1cccs1)C1CC1 (centres undefined),i,0.177,29.6
CCOc1ccc(S(=O)(=O)NCC(O)Cc2ccccc2)cc1 (centres undefined),i,0.172,87.8
CCC(C)c1nc(Cn2cnc3cc(C)c(C)cc32)no1 (centres undefined),i,0.0489,63.4
CCOC(=O)N1CCN(/C=C(\C#N)S(=O)(=O)c2ccc(C)c(C)c2)CC1,i,0.0972,65.8
CCOc1ccc(-c2ccc(N3CCN(C(=O)C4CCCC4)CC3)nn2)cc1,i,0.0934,68.8
O=C(CSCc1ccccc1)NCC1CCN(S(=O)(=O)C2CC2)CC1,i,0.0493,31.4
Cc1cn2c3c(=O)n(CC(=O)OCc4ccccc4)c(=O)n(C)c3nc2n1C1CCCCC1,i,0.109,65.1
CCCN1C(=O)NC2(CCN(S(=O)(=O)c3ccc4cccc5c4c3CC5)CC2)C1=O,i,0.0451,32.5
O=C(Cc1cccs1)NCCn1cnc(-c2ccccc2)cc1=O,i,0.109,64.3
COc1ccc(-c2ccc(C)c(NC(=O)C(F)(F)F)c2)nn1,i,0.0572,42.3
COC(=O)Nc1ccc(OC)c(N2CCCC2=O)c1,i,0.097,48.0
O=S1(=O)N=C(Nc2ccc(Cl)c(C(F)(F)F)c2)c2ccccc21,i,0.0526,55.2
Cc1ccc(S(=O)(=O)N2CCC(C(=O)Nc3ccc4c(c3)OCCO4)CC2)cc1,i,0.113,41.7
COc1ccc(Cl)cc1NC(=O)CC(NCCCN(C)C)C(=O)O (centres undefined),i,0.0671,79.2
COC1CCN(C(=O)c2cc3ccccc3[nH]2)CC1,i,0.165,60.5
O=c1ccc(-c2ccccc2)nn1CCCNS(=O)(=O)c1cccs1,i,0.0737,51.9

# Fetched by compound from the entries so far (two):
SMILES,AMPAR-TARP mod,AMPAR-TARP mod agonism max-min,AMPAR-TARP mod glutamate slope
COC(=O)Nc1ccc(OC)c(N2CCCC2=O)c1,i,0.097,48.0
Cc1ccc(S(=O)(=O)N2CCC(C(=O)Nc3ccc4c(c3)OCCO4)CC2)cc1,i,0.113,41.7

# One compound at a time, as listed above. Order of screens: AMPAR-TARP mod | AMPAR-TARP mod agonism max-min | AMPAR-TARP mod glutamate slope
# O=S1(=O)N=C(Nc2ccc(Cl)c(C(F)(F)F)c2)c2ccccc21 across the screens: i | 0.0526 | 55.2
# COc1ccc(Cl)cc1NC(=O)CC(NCCCN(C)C)C(=O)O (centres undefined) across the screens: i | 0.0671 | 79.2

# Source: PubChem BioAssay
